RmlCD inh 1536 – M. tuberculosis RmlC/RmlD coupled enzyme inhibitors, primary screen, biochemical, compound mixtures, 384-well, from 1536-well plates. dTDP-4-dehydrorhamnose reductase (Mycobacterium tuberculosis (strain ATCC 25618 / H37Rv)) …. RmlC+RmlD coupled enzyme assay, percent inhibition; primary screen in compound mixtures. inhibition, % at 3.6 µM. 160,000 tested, 0.03% active; in the data active = inhibition mostly above about 34%, no sharp cut-off; inconclusive = no clear call, values can overlap the other calls; inactive = mostly below about 22%; also: some results filed as inactive read as strong as hits
Target sequence (P9WH09 whole entry, looked up): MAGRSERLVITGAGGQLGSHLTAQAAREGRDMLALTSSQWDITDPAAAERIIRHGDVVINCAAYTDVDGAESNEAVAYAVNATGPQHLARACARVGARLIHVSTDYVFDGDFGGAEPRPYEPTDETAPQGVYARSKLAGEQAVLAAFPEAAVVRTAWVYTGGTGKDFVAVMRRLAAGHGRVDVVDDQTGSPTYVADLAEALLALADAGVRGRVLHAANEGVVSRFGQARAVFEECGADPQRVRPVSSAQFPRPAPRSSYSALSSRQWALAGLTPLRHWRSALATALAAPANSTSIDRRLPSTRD
Target sequence (P9WH11 whole entry, looked up): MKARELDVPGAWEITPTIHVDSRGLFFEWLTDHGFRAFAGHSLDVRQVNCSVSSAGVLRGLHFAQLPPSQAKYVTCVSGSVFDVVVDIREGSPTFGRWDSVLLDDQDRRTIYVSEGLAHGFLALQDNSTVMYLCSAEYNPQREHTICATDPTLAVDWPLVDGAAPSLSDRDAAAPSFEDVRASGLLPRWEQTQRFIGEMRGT
M. tuberculosis GlmU – inhibition of mycobacterial GlmU enzyme – biochemical, glucosamine-1-phosphate acetyltransferase (AID 1376) | M. tuberculosis GlmU acetyltransferase enzyme assay; higher % means a stronger effect | Bifunctional protein GlmU (Mycobacterium tuberculosis (strain ATCC 25618 / H37Rv)) | one-dose inhibition, %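 (tested at 30 µM in the primary screen)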; IC50 in µM for titrated hits | 220,000 tested, 0.25% active; in the data active = inhibition above about 13%; inconclusive = no clear call, values can overlap the other calls;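 also: 0% = complete reaction with vehicle and 100% = reaction without substrate; strong numbers were not always called active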
* = called active by the depositor. Some of the compounds tested, so the mix of outcomes need not match the whole.

Results for COCCCNC(=O)c1ccc(Cn2c(=O)c3ccccc3n(Cc3ccccc3C#N)c2=O)cc1 ?
RmlCD inh 1536: 37; M. tuberculosis GlmU: -0.5%

How did CN(Cc1cccs1)C(=O)CCc1c[nH]c2ccccc12 do in these assays?
RmlCD inh 1536: 9; M. tuberculosis GlmU: -0.4%

What do the screens show for `CC(C)c1ccc(C2C3=C(CC(C)(C)CC3=O)NC3=C2C(=O)c2ccccc23)cc1` (stereo unspecified)?
M. tuberculosis GlmU: 1.3%

Results for Cn1nc(C(F)(F)F)c(/C=N/OC(=O)c2ccccc2)c1Cl ?
RmlCD inh 1536: -2; M. tuberculosis GlmU: -2.7%

What do the screens show for `COc1ccc(Nc2cc(C(=O)NCc3cccnc3)c3ccccc3n2)c(OC)c1`?
RmlCD inh 1536: 7; M. tuberculosis GlmU: 0.2%

What do the screens show for `COc1cccc2[nH]c3c(=O)n(CCCN4CCOCC4)cnc3c12`?
M. tuberculosis GlmU: 5.3%

How did Cc1cccc(C)c1-n1c(SCC(=O)N2CC(=O)Nc3ccccc32)nc2ccccc2c1=O do in these assays?
RmlCD inh 1536: 4; M. tuberculosis GlmU: -6.4%

How did CCN(CC)S(=O)(=O)c1ccc2c(c1)C(=NO)c1cc(S(=O)(=O)N(CC)CC)ccc1-2 do in these assays?
M. tuberculosis GlmU: -3.3%

What do the screens show for `COc1ccc(C2C(C(=O)NCCCN3CCOCC3)c3ccccc3C(=O)N2c2ccc(OC)cc2)cc1` (stereo unspecified)?
RmlCD inh 1536: -5; M. tuberculosis GlmU: -6.4%

What do the screens show for `Cc1nn(-c2ccccc2)c(Cl)c1/C=N\NC(=O)c1cnccn1`?
RmlCD inh 1536: 7; M. tuberculosis GlmU: 1.1%

Results for O=C(/C=C/c1ccccc1Cl)N(Cc1cccs1)C1CCS(=O)(=O)C1 (stereo unspecified) ?
RmlCD inh 1536: -4; M. tuberculosis GlmU: 4.2%

How did N#C/C(=C/c1ccc(F)cc1)c1nnc(NC(=O)c2ccccc2)s1 do in these assays?
RmlCD inh 1536: 3; M. tuberculosis GlmU: 2.9%

How did CCCNC(=O)CC(NS(=O)(=O)c1ccc(OC)cc1)c1ccco1 (stereo unspecified) do in these assays?
M. tuberculosis GlmU: -1.6%

What do the screens show for `Cc1onc(-c2ccccc2)c1CNC(=O)Nc1ccccc1`?
RmlCD inh 1536: -1; M. tuberculosis GlmU: -7.0%

Results for C=CCO/N=C(/CCC)C1=C(N)CC(C)(C)CC1=O ?
M. tuberculosis GlmU: 1.2%

Results for CCOC(=O)c1c(NC(=O)/C=C/c2ccc3c(c2)OCO3)sc(C)c1CC ?
RmlCD inh 1536: 2; M. tuberculosis GlmU: -2.2%

What do the screens show for `COc1cccc(C2=NOC(C(=O)Nc3cc(C)on3)C2)c1` (stereo unspecified)?
RmlCD inh 1536: -13; M. tuberculosis GlmU: -3.0%

What do the screens show for `Cc1ccc(C)c(N(CC(=O)NC2CCCC2)C(=O)CCCC(=O)Nc2ccccn2)c1`?
M. tuberculosis GlmU: -0.9%

Results for O=C(Cc1sc(-c2ccccc2)nc1-c1ccccc1)Nc1ccccc1 ?
RmlCD inh 1536: -7; M. tuberculosis GlmU: -3.8%

How did CCOC(=O)C1=NN(c2ccccc2)C2(S1)SC(C(C)=O)=C(C)N2c1ccccc1 (stereo unspecified) do in these assays?
M. tuberculosis GlmU: 2.5%

2 compounds picked at random from those above, as already listed:
What do the screens show for `COc1cccc(C2=NOC(C(=O)Nc3cc(C)on3)C2)c1` (stereo unspecified)?
RmlCD inh 1536: -13; M. tuberculosis GlmU: -3.0%

How did CCN(CC)S(=O)(=O)c1ccc2c(c1)C(=NO)c1cc(S(=O)(=O)N(CC)CC)ccc1-2 do in these assays?
M. tuberculosis GlmU: -3.3%

Continued:
How did CC(=O)Nc1ccc(-n2cc(-c3ccccc3)[nH]c2=S)cc1 do in these assays?
RmlCD inh 1536: -5; M. tuberculosis GlmU: -2.0%

How did Cc1nn(-c2c(Cl)cc(Cl)cc2Cl)c(=O)c2ccccc12 do in these assays?
M. tuberculosis GlmU: 7.8%

Results for O=C1c2ccccc2NC(c2cccs2)N1NS(=O)(=O)c1ccccc1 (stereo unspecified) ?
RmlCD inh 1536: -11; M. tuberculosis GlmU: -7.1%

Results for Cc1ccc(S(=O)(=O)NCCC(=O)OCC(=O)Nc2ccccc2Cl)cc1 ?
M. tuberculosis GlmU: -2.6%

How did CN(C)S(=O)(=O)c1cccc(NC(=O)c2cnccn2)c1 do in these assays?
RmlCD inh 1536: 9; M. tuberculosis GlmU: 3.3%

Results for O=C(Nc1nccs1)c1c(O)c2cccc3c2n(c1=O)CCC3 ?
RmlCD inh 1536: -3; M. tuberculosis GlmU: -1.3%

Results for Cc1cccc(NC(=O)CCn2cnnn2)c1 ?
RmlCD inh 1536: -10; M. tuberculosis GlmU: -5.5%

How did Cn1c(C(O)c2ccc(Br)cc2)nc(Cl)c1Cl (stereo unspecified) do in these assays?
M. tuberculosis GlmU: -3.4%

How did Cc1ccc(S(=O)(=O)Nc2cc(C)c(O)cc2C)cc1 do in these assays?
RmlCD inh 1536: -3; M. tuberculosis GlmU: -8.2%

Results for Cn1c(=O)oc2cc(S(=O)(=O)NC(Cc3ccccc3)C(=O)N3CCCCC3)ccc21 (stereo unspecified) ?
RmlCD inh 1536: 7; M. tuberculosis GlmU: -1.1%

How did Cc1ccc(C2=NN(C(=O)CCl)C(c3cccs3)C2)o1 (stereo unspecified) do in these assays?
RmlCD inh 1536: 4; M. tuberculosis GlmU: -0.2%

What do the screens show for `Cc1cccc(C(=O)Oc2ccccc2C2C[C@]3(C)CC(=O)NC3N2C(=O)c2cccc(C)c2)c1` (stereo partly specified)?
RmlCD inh 1536: -4; M. tuberculosis GlmU: -2.1%

Results for COc1cccc(CC(NC(C)=O)C(=O)NC2CCN(S(=O)(=O)c3ccc4ccccc4c3)CC2)c1 (stereo unspecified) ?
RmlCD inh 1536: 8; M. tuberculosis GlmU: 7.1%

What do the screens show for `CCC(C)[C@H](N)c1cn([C@@H](CCCCN)C(=O)N2CCNCC2)nn1` (stereo partly specified)?
M. tuberculosis GlmU: 1.1%

Results for CCCCc1cc(=O)oc2cc(C)cc(OC(C)C(=O)O)c12 (stereo unspecified) ?
M. tuberculosis GlmU: 0.9%

Results for CCOC(=O)c1cnc(SC2CC(=O)N(c3ccc(C)cc3)C2=O)nc1N (stereo unspecified) ?
RmlCD inh 1536: 1; M. tuberculosis GlmU: 4.2%

Results for COc1ccccc1N1CCN(CC(=O)Nc2ccc3c(c2)OCCO3)CC1 ?
RmlCD inh 1536: -12; M. tuberculosis GlmU: -2.4%

Results for CCOC(=O)c1sc(NC(=O)c2ccc(Cl)s2)cc1C ?
M. tuberculosis GlmU: 2.5%

Results for COc1ccccc1N(CC(=O)NCCSc1ccc(Cl)cc1)S(C)(=O)=O ?
M. tuberculosis GlmU: 2.2%

What do the screens show for `CCOc1ccc(S(=O)(=O)Nc2ccc(C(=O)NN)cc2)cc1`?
M. tuberculosis GlmU: -0.7%

Results for CCOCCCNC(=O)c1ccc(CS(=O)(=O)Cc2cccc(C)c2)o1 ?
M. tuberculosis GlmU: -6.7%

How did COc1ccc(/C=C\C(=O)NCc2ccc3[nH]c(C)cc3c2)cc1OC do in these assays?
M. tuberculosis GlmU: 1.2%

Results for COc1ccc(CNC(=O)CN(C)S(=O)(=O)c2ccc(Cl)cc2)cc1 ?
RmlCD inh 1536: -2; M. tuberculosis GlmU: -0.5%

What do the screens show for `N/C(=N\OC(=O)c1ccc(F)cc1)c1nonc1N`?
RmlCD inh 1536: 9; M. tuberculosis GlmU: -4.0%

Results for COc1ccccc1NC(C#N)c1ccccc1OCc1ccccc1 (stereo unspecified) ?
RmlCD inh 1536: 0; M. tuberculosis GlmU: 1.6%

Results for O=C(Cc1ccccc1)Nc1ccc(NC(=O)C2CCCCC2)nc1 ?
RmlCD inh 1536: -7; M. tuberculosis GlmU: -7.3%

What do the screens show for `CC(=O)Nc1ccc(C(=O)OCC(=O)Nc2ccccc2F)cc1`?
RmlCD inh 1536: -13; M. tuberculosis GlmU: -5.0%

How did COc1ccc(-c2nnc(SCc3ccccc3F)o2)cc1 do in these assays?
RmlCD inh 1536: -9; M. tuberculosis GlmU: 3.3%

What do the screens show for `COc1cccc(-c2nn(-c3ccccc3)cc2/C=C(\C#N)C(=O)NCCCn2ccnc2)c1`?
RmlCD inh 1536: 4; M. tuberculosis GlmU: -7.3%

Results for O=C(c1ccc(Br)cc1)N1CCN(S(=O)(=O)c2ccccc2)CC1 ?
RmlCD inh 1536: 5; M. tuberculosis GlmU: 1.2%

Structures listed so far containing fluorine, in the order listed:
Results for Cn1nc(C(F)(F)F)c(/C=N/OC(=O)c2ccccc2)c1Cl ?
RmlCD inh 1536: -2; M. tuberculosis GlmU: -2.7%

How did N#C/C(=C/c1ccc(F)cc1)c1nnc(NC(=O)c2ccccc2)s1 do in these assays?
RmlCD inh 1536: 3; M. tuberculosis GlmU: 2.9%

What do the screens show for `N/C(=N\OC(=O)c1ccc(F)cc1)c1nonc1N`?
RmlCD inh 1536: 9; M. tuberculosis GlmU: -4.0%

What do the screens show for `CC(=O)Nc1ccc(C(=O)OCC(=O)Nc2ccccc2F)cc1`?
RmlCD inh 1536: -13; M. tuberculosis GlmU: -5.0%

How did COc1ccc(-c2nnc(SCc3ccccc3F)o2)cc1 do in these assays?
RmlCD inh 1536: -9; M. tuberculosis GlmU: 3.3%

Later entries.
Results for N#Cc1nc(-c2ccc(OCc3ccccc3)cc2)oc1N1CCC(C(N)=O)CC1 ?
RmlCD inh 1536: 41

What do the screens show for `O=C(Nc1ccccc1C(F)(F)F)N1CCN(c2ccccn2)CC1`?
RmlCD inh 1536: -5; M. tuberculosis GlmU: -2.2%

What do the screens show for `Cc1cc(C)n(-c2cccc(Cl)c2C#N)n1`?
RmlCD inh 1536: 5; M. tuberculosis GlmU: -4.3%

Results for COc1ccc(/C=N\NC(=O)C2C(=O)NCC2c2ccccc2)cc1O (stereo unspecified) ?
RmlCD inh 1536: 12; M. tuberculosis GlmU: 6.4%

Results for COc1cc(C(=O)Nc2ccc3c(c2)N(C(=O)CN2CCN(C)CC2)c2ccccc2CC3)cc(OC)c1OC ?
RmlCD inh 1536: inconclusive; M. tuberculosis GlmU: -2.6%

What do the screens show for `CCOc1ccccc1OCC(=O)Nc1ccc(S(=O)(=O)Nc2nc(C)cc(C)n2)cc1`?
RmlCD inh 1536: 10; M. tuberculosis GlmU: -1.3%

How did COc1cccc(C2c3[nH]c4ccccc4c3CCN2Cc2ncc[nH]2)c1 (stereo unspecified) do in these assays?
RmlCD inh 1536: -9; M. tuberculosis GlmU: -4.4%

What do the screens show for `CCCn1cc(SCC(=O)NCC2CCCO2)c2ccccc21` (stereo unspecified)?
RmlCD inh 1536: 7; M. tuberculosis GlmU: -6.5%

What do the screens show for `Cc1[nH]c2c(C)cccc2c1CCNC(=O)C1CCCCC1C(=O)OCC(F)(F)F` (stereo unspecified)?
RmlCD inh 1536: 2; M. tuberculosis GlmU: 4.2%

How did CCOc1ccc(N=Cc2c(O)n(-c3ccc(C)c(C)c3)c(=O)[nH]c2=O)cc1 do in these assays?
RmlCD inh 1536: 8; M. tuberculosis GlmU: -2.5%

What do the screens show for `Cc1ccc(Nc2cc(C(=O)NCCCN3CCOCC3)c3ccccc3n2)c(C)c1`?
RmlCD inh 1536: 6; M. tuberculosis GlmU: -4.1%

How did COc1ccc(/C(=C/Nc2cccc(Br)c2)C(C)=O)cc1OC do in these assays?
RmlCD inh 1536: 6; M. tuberculosis GlmU: -3.1%

What do the screens show for `COc1ccccc1NC(=O)CSc1nccc(=O)[nH]1`?
RmlCD inh 1536: -3; M. tuberculosis GlmU: 4.7%

Results for O=C(NC(=S)Nc1ccc2oc(=O)ccc2c1)c1ccco1 ?
RmlCD inh 1536: -14; M. tuberculosis GlmU: 0.1%

What do the screens show for `OC1CCCN(C(=S)NCc2ccccc2)C1` (stereo unspecified)?
RmlCD inh 1536: -12; M. tuberculosis GlmU: 3.5%

Results for CC(C)C(OC(=O)c1ccco1)C(=O)NC1CCCCC1 (stereo unspecified) ?
RmlCD inh 1536: 9; M. tuberculosis GlmU: 1.4%

How did COC(=O)c1c(NC(=O)c2ccccc2)sc(C(N)=O)c1C do in these assays?
RmlCD inh 1536: -8; M. tuberculosis GlmU: -3.4%

Results for COCCCNC(=S)N/N=C/c1ccc(N(C)C)cc1 ?
RmlCD inh 1536: -1; M. tuberculosis GlmU: 0.7%

What do the screens show for `O=C(COC(=O)CCSc1ccccc1)Nc1cc(F)ccc1F`?
RmlCD inh 1536: -6; M. tuberculosis GlmU: -2.5%

What do the screens show for `O=[N+]([O-])c1ccc(F)c(N=Cc2ccc(Br)s2)c1`?
M. tuberculosis GlmU: 1.4%

Results for CC1CCN(C(=O)CCc2ccc(S(=O)(=O)NC(C)C)cc2)CC1 ?
RmlCD inh 1536: 12; M. tuberculosis GlmU: -5.4%

Results for CC[n+]1c(P(=O)([O-])c2ccccc2)[nH]c2ccccc21 ?
RmlCD inh 1536: 2; M. tuberculosis GlmU: 4.6%
